Nrf2 block: blocks Nrf2 signaling | A549 ARE-Fluc reporter, luciferase luminescence, 18-24 h | Potency, µM (doses to about 46 µM), inactives show top-dose activity change, negative = inhibition, actives largely listed as inhibitors | 360,000 compounds, 2.1% hits; note: potency is the fitted concentration of half-maximal effect; % is set by controls: 0 for no effect and ±100 for the full control effect; nearly all actives have a fitted effect of over 60% in size
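Reporter: ARE-Fluc in A549. Exposure: 18-24 h, 37 °C, 5% CO2, 5% FBS OPTI-MEM. Readouts: fluorescent cytotoxicity (CellTiter-Fluor), then luminescent Nrf2 signal after BugLite.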
TGFb SMAD3 inh: TGF-b pathway inhibition; Potency, µM (doses to about 46.1 µM), without a hit: at the top dose activity, negative = inhibition, most hits filed as inhibitors; HepG2 CAGA-GFP TGF-b/SMAD3 reporter, GFP fluorescence, 18 h; TGF-beta stimulated, 500 pg/mL final; AID 588855; 410,000 compounds, 1.2% hits; note: potency is the fitted concentration of half-maximal effect; % is set by controls: 0 for no effect and ±100 for the full control effect; nearly all actives have a fitted effect of over 65% in size
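First, reporter cells (HEPG2 CAGA-GFP) rested 2 h at 37 degrees C. Next, compounds were pinned in and TGF-beta added to 500 pg/mL final. After 18 h, GFP was imaged per cell and summed per well.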
MmCpn inh: inhibitors of Methanococcus maripaludis chaperonin (MmCpn); purified Mm-Cpn ATPase, ADP Transcreener TR-FRET; Potency, µM (series often up to 76.9 µM), without a hit: top-dose activity, negative = inhibition, usual class: inhibitors; 330,000 compounds, 0.031% hits; note: potency is the fitted concentration of half-maximal effect; % is set by controls: 0 for no effect and ±100 for the full control effect; nearly all actives have a fitted effect of over 80% in size
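Reaction buffer contained 30 mM Tris pH 7.4, 100 mM KCl, 5 mM MgCl2 and 1 mM DTT. Mm-CPN (25 nM final) hydrolysed 10 uM ATP over 30 min at 37°C; ADP was read by HTRF.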
EPAC2 ag: agonists of human EPAC2 (RAPGEF4). Q8WZA2. EPAC2 activation, biochemical qHTS; response scale: 100% = 6.5 mM cAMP response. Potency, µM (top dose mostly 154 µM), for the others: top-dose activation, actives largely listed as activators. 360,000 compounds, 0.079% hits. AID 720711; note: potency is the fitted concentration of half-maximal effect; nearly all actives have a fitted effect of over 50% in size
Target sequence (Q8WZA2 whole entry, looked up): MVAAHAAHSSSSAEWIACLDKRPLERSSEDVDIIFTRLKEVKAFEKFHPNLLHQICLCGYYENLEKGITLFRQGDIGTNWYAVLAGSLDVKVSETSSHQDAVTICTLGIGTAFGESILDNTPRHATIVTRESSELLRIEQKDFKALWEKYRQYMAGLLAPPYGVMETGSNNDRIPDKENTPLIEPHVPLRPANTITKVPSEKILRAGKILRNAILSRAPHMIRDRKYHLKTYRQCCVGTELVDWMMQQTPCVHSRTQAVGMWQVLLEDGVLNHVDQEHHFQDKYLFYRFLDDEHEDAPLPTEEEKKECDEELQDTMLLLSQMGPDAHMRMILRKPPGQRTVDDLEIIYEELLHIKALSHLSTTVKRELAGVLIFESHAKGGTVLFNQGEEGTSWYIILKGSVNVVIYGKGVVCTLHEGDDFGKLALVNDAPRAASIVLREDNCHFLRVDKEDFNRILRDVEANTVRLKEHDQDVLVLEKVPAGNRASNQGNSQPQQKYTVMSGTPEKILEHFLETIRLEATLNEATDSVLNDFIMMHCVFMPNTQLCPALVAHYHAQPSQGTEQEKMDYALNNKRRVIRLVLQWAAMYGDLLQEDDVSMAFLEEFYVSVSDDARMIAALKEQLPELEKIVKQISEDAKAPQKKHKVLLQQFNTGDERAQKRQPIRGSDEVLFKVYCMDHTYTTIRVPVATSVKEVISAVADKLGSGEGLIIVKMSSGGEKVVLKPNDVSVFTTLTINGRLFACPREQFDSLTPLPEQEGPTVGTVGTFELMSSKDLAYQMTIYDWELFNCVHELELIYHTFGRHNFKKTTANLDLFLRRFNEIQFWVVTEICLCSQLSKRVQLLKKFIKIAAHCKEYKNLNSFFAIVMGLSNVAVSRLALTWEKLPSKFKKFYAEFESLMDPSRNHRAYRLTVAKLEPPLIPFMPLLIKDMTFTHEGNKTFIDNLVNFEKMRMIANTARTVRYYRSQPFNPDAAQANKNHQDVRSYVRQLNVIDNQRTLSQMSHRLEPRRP
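EPAC2 (100 nM) mixed with Rap1B loaded with BODIPY-GDP (250 nM) plus 50 uM unlabeled GDP; compounds pinned in, 5 min RT, then read every 5 min for 30 min (ex 480, em 540 nm). Normalized to cAMP control.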
CCT chaperon mod: modulators of cytosolic chaperonin (CCT/TRiC) activity; purified chaperonin ATPase assay, HTRF ADP detection, 30 min; activity change, % (no concentration beside the values), hits read low; 360,000 compounds, 0.3% hits; AID 651819; in the data active = activity change below about -30%; note: % is set by controls: 0 for no effect and ±100 for the full control effect
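First, chaperonin was dispensed at 40 nM or 20 nM final depending on batch activity. Next, compounds were pinned at 76 uM and ATP added at 10 uM. After 30 min at 37 °C, ADP detection reagents ran 30 min at ambient temperature.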
A549 tox: counter-screen for Nrf2 inhibitors: cytotoxicity in A549 cells | A549 ARE-Fluc cells, CellTiter-Fluor viability, 18-24 h | 390,000 compounds, 0.16% hits | Potency, µM (series often up to 46 µM), for inactives: at the top dose activity change, negative = cytotoxicity, hits mostly inhibitors | AID 504648; note: potency is the fitted concentration of half-maximal effect; % is set by controls: 0 for no effect and ±100 for the full control effect
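A549 ARE-Fluc cells in 5% FBS OPTI-MEM, 5000 cells/well, rested 2 h then exposed to compounds in concentration-response for 18-24 h at 37 °C. Viability by CellTiter-Fluor fluorescence (Ex 405/Em 525) after 30 min; luciferase luminescence (BugLite, 15 min, RT) read afterwards.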
pAkt inh: inhibitors of Akt phosphorylation | 360,000 compounds, 0.32% hits | activity change, % for hits at 50 µM | Neuro2A IGF-stimulated pAkt S473 HTRF, 20 min; active compounds read low; in the data active = activity change below about -80%; inconclusive = mostly about -51% to -80%; note: % is set by controls: 0 for no effect and ±100 for the full control effect
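Single-point screen (50 µM final compound) in Neuro2A cells stimulated 20 min with 6 nM IGF at 37 deg C. After lysis, Ser473-phosphorylated Akt read by HTRF (ex 330 nm, em 615/665 nm) as the 665/615 ratio.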
Nrf2 ARE act: Nrf2 pathway activation; AREc32 ARE-luciferase reporter (MCF7-derived line), luminescence, 24 h; Potency, µM (series often up to 46.1 µM), inactives show top-dose activation, hits mostly activators; 410,000 compounds, 0.31% hits; note: potency is the fitted concentration of half-maximal effect; % of control where 0% means no effect; nearly all actives have a fitted effect of over 65% in size
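Each well held 1000 AREc32 cells, which were incubated with compound for 24 hr at 37 deg C after overnight attachment, and ARE reporter activity was quantified by firefly luciferase luminescence.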
EPAC2 antagonist: EPAC2 (human) antagonism; Q8WZA2; EPAC2 GEF exchange of Rap1B-BODIPY-GDP, fluorescence; Potency, µM (top dose mostly 114 µM), for inactives: at the highest dose activity, negative = inhibition, usual class: inhibitors; 360,000 compounds, 0.18% hits; note: potency is the fitted concentration of half-maximal effect; % is set by controls: 0 for no effect and ±100 for the full control effect; nearly all actives have a fitted effect of over 45% in size; many of its hits are not listed in these tables
Starred values were filed as active, the others as inactive; i = inactive; ? = inconclusive; . = no result given; [ ] = another dose, or the depositor's remark. Unless noted, calls come from the whole dose curve; as a rule, active = well fitted curve in the direction sought with a large enough effect; inconclusive = small, poorly fitted or top-dose-only effect, or another doubt; inactive = no such curve, though single readings can be large; an effect the other way counts as inactive or inconclusive.

Order of values – Nrf2 block, TGFb SMAD3 inh, MmCpn inh, EPAC2 ag, CCT chaperon mod, A549 tox, pAkt inh, Nrf2 ARE act, EPAC2 antagonist
Cc1ccc(-n2c(-c3cccs3)nc3ccccc3c2=O)cc1
 : -9%, -4%, 0%, 19%, 0.4, -11%, i, -0.1%, 6%
CC1=C2[C@@H]3OC(=O)[C@H](C)C3CC[C@@]2(C)C=CC1=O (stereo partly specified)
 : 1%, 3%, 3%, 3%, -1.1, -2%, i, 0.9%, 5%
COc1ccc([C@@H](O)[C@@H](N)c2ccccc2)cc1
 : 1%, 27%, ., 10%, -2.2, 3%, i, -0.5%, -4%
Cc1ccccc1OCCCn1cc(C(=O)C(=O)N2CCOCC2)c2ccccc21
 : 1%, -12%, -2%, -7%, -5.5, -11%, i, -0.4%, -1%
COc1cc2c(cc1OC)CC[N+](C)=C2
 : 4%, 8%, ., 6%, -0.3, -2%, i, -0.3%, -4%
CN1C[C@@H]2[C@@H]3C(=O)N(Cc4ccccc4)C(=O)[C@@H]3[C@](Cc3ccccc3)(C1=O)N2C(=O)c1ccc(F)cc1
 : -2%, ?, ., 6%, 1.3, -5%, i, -0.8%, -12%
CCS(=O)(=O)N1CCC(C(=O)N2CCC3(CC2)OCCO3)CC1
 : 7%, 7%, 3%, -1%, 1.4, -15%[1.84 µM], i, 0.0%, 0%
CNC(=O)Oc1ccccc1OC(C)C
 : -4%, -9%, ., 12%, -2.8, 0%, i, 0.0%, 3%
CCCCCc1nc2c(c(=O)c3ccccc3n2C)c(=O)n1C1CCCCCC1
 : ?, ?, -3%, 8%, 0.2, ?, i, 0.0%, -2%
COC(=O)C1=CO[C@@H](C)[C@@H]2CN3CC[C@@]4(C(=O)Nc5ccccc54)[C@@H]3C[C@H]12
 : 4%, 1%, 1%, 2%, -2.2, -4%, i, 5.4%, -11%
O=C(c1cc2c(s1)-c1ccccc1OC2)N1CCC2(CC1)OCCO2
 : ?, -29%, -10%, 6%, -2.1, -2%, i, 3.2%, -1%
Cc1nc(N2CCN(Cc3ccccc3)CC2)nc2c1C(=O)CC(C)C2 (stereo unspecified)
 : ?, ?, -1%, 3%, 0.3, 4%, -110%*, 2.1%, -11%[57.1 µM]
Cc1cc(OCC(=O)N2CCC(C(N)=O)CC2)c2c3c(c(=O)oc2c1)CCCC3
 : 2%, 22%, -4%, 7%, -5.4, 12%, i, 0.8%, 6%
O=C1NC(=O)N(c2cccc(F)c2)C(=O)/C1=C/c1ccc(N2CCOCC2)cc1
 : 12%, -18%, 0%, 10%, 0.7, 12%, i, 0.7%, -21%
CCCCCSc1cc(OC)c(CCNC)cc1OC
 : ., ?, 4%, -1%, -4.5, ?, i, 6.5%, 9%
COP(=O)(OC)c1nc(-c2cccc3ccccc23)oc1N1CCOCC1
 : ?, 4%, -14%, 9%, -5.8, -2%, i, -1.1%, 3%
CN1C(=O)c2ccccc2Sc2ccc(C(=O)N3CCC4(CC3)OCCO4)cc21
 : -1%, 7%, -3%, 4%, -1.3, -6%, i, -0.1%, 13%
OC(c1ccccc1)(c1ccccc1)C1CCNCC1
 : -9%, 1%, 2%[15.4 µM], 8%, -0.9, -8%, i, -0.7%, 2%
Cn1c(NN=O)nc2ccccc21
 : ?, ?, 0%, -5%, 1.5, ?, i, 1.4%[9.22 µM], 7%
Cc1ccc(OP(N)(=O)Oc2ccc(C)cc2)cc1
 : 7%, 8%, 1%, -10%, -1.9, -3%, i, 0.0%, -15%
Cc1nn(Cc2ccc(Cl)cc2Cl)c(Cl)c1C(=O)Nc1ccc(OC(F)F)cc1
 : -7%, ?, -1%, -9%, 0.1, -2%, i, 0.3%, 13%
COc1cc2c(cc1OC)[C@@]13CCN4CC5=CCO[C@H]6CC(=O)N2[C@H]1[C@H]6[C@H]5C[C@H]43
 : 26%, 2%, 1%, 5%, 0.2, 9%, i, 2.3%, 12%
O=c1[nH]c(=S)n(CCC2=CCCCC2)c(O)c1C=NCCCn1ccnc1
 : 6%, -2%, -2%, 13%, -1.6, -3%, i, 0.4%, -5%
CN(C)C(=O)Oc1ccc(-c2cn3cc(C(F)(F)F)ccc3n2)cc1
 : 0%, -20%, ?, 3%, -9.4, -5%, i, 0.6%, 3%
COc1ccc(-c2nn(CCC#N)cc2C(=O)Nc2ccccc2Br)cc1
 : -12%, -7%, 0%, 1%, 1.6, 0%, i, 0.1%, 8%
O=C(COc1ccccc1[N+](=O)[O-])N1CCN(CCc2ccncc2)CC1
 : -1%, 21%, ., ., ., 1%, ., 0.6%, .
CCCc1cc(N2CCN(c3ccc(OC)cc3)CC2)n2cnnc2n1
 : 12µM*, ?, ., ., ., -18%, ., -1.2%, .
Cc1cc(C(=O)N=Nc2c(O)n(C)c3ccccc23)c(C)o1
 : ?, 7%, 0%, -3%, 1.8, -2%, i, 6.0%, 5%
CCCCn1c(O)c(C(C)=NCCc2ccccc2)c(=O)[nH]c1=O
 : ?, 0%, 0%, -7%, -0.3, -11%, i, 2.4%, 3%
CNCCc1nc(N)n[nH]1
 : -10%, -21%, 1%, 7%, -1.6, -7%, i, -0.5%, 2%
CC(C)COc1ccc(C2(C#N)CC[N+](C)(C)CC2)cc1
 : -30%, -7%, -1%, 1%, -1.9, -14%, i, -0.7%, 4%
O=C(O)c1cccc2nc3ccccc3nc12
 : 2.3µM*, ?, 0%, 2%, -1.3, -21%, i, -0.6%, 20%
O=C1CN=C(c2cccc(Br)c2)c2cc(Br)ccc2N1
 : -18%, -34%, -1%, 13%, -1.4, 6%, i, 0.3%, -13%
CCOC(=O)CN1C(=O)N[C@@H](c2cccc(C(F)(F)F)c2)C(C(C)=O)=C1C
 : ?, ?, ., 2%, -0.7, 4%, i, 0.5%, 9%
O=[N+]([O-])c1ccc(N2CCNCC2)cc1Sc1ccccn1
 : 0%, 19%, -2%, -3%, -0.4, -14%, i, 3.6%, 12%
Nc1ccc(Sc2ccc(N)cc2)cc1
 : -2%, -1%, ., -4%, 1.4, 0%, i, 0.0%, 8%
Cc1ccccc1-n1c(O)c(C=Nc2ccc(N(C)C)cc2)c(=O)[nH]c1=O
 : 7%, -11%, -25%, -2%, -0.6, -15%, i, ?, 1%
Nc1c2c(nc3sc4c(c13)CCCCC4)CCCC2
 : 17%, 20µM*, 1%, -5%, 1.1, 5%, i, 2.5%, 18%
Cc1ccc2[nH]c(C)c(CCNC(=O)c3cc4cc([N+](=O)[O-])ccc4oc3=O)c2c1
 : ?, -27%, -2%, 6%, -1.0, -19%, i, 0.4%[9.22 µM], -2%
CC(c1ccccc1)[n+]1ccccc1 (stereo unspecified)
 : 18µM*, -8%, 2%, 5%, -1.6, -3%, i, -0.7%, 9%
Cc1ccc(-n2c(O)c(/C=N/NC(=O)c3ccncc3)c(=O)[nH]c2=O)cc1
 : 12%, 25%, 1%, 19%, -0.5, -3%, i, 0.3%, -2%[57.1 µM]
CN1C(=O)/C(=C/C=C/c2ccco2)C(=O)NC1=S
 : 0%, ?, -3%, 10%, -2.6, -4%, i, 5.3%, 29%
CC(=O)c1ccc(S(=O)(=O)N2CCN(c3nc4c(C)c(C)ccc4cc3C#N)CC2)cc1
 : ., ?, ., -6%, -1.8, -9%, i, 2.8%, 9%
CCOC(=O)C1(c2ccccc2)CCN(CCC(=O)Nc2ccc(F)cc2)CC1
 : -2%, -29%, 0%, -3%, 0.9, -12%, i, 0.5%, 3%
C[C@]12CCC3C(CC[C@H]4C[C@H](O)[C@H](O)C[C@]34C)C1CC[C@@H]2O (stereo partly specified)
 : -6%, 15%, ., -10%, -0.1, -4%, i, -0.4%, -6%
O=C1CCCN1C(=O)c1cncc(Br)c1
 : -26%, -11%, -1%, 9%, -1.9, ., i, 0.4%, -1%
CCC(=O)OC1(c2ccccc2)C(C)CN(C)CC1C (stereo unspecified)
 : -8%, 7%, 4%, 1%, -0.2, -3%, i, -0.4%, -6%

Arranged by length of the SMILES (falling): 9 of the compounds above.
Order of values – Nrf2 block, TGFb SMAD3 inh, MmCpn inh, EPAC2 ag, CCT chaperon mod, A549 tox, pAkt inh, Nrf2 ARE act, EPAC2 antagonist
CN1C[C@@H]2[C@@H]3C(=O)N(Cc4ccccc4)C(=O)[C@@H]3[C@](Cc3ccccc3)(C1=O)N2C(=O)c1ccc(F)cc1
 : -2%, ?, ., 6%, 1.3, -5%, i, -0.8%, -12%
CN(C)C(=O)Oc1ccc(-c2cn3cc(C(F)(F)F)ccc3n2)cc1
 : 0%, -20%, ?, 3%, -9.4, -5%, i, 0.6%, 3%
CCCCn1c(O)c(C(C)=NCCc2ccccc2)c(=O)[nH]c1=O
 : ?, 0%, 0%, -7%, -0.3, -11%, i, 2.4%, 3%
Cc1cc(C(=O)N=Nc2c(O)n(C)c3ccccc23)c(C)o1
 : ?, 7%, 0%, -3%, 1.8, -2%, i, 6.0%, 5%
CC(C)COc1ccc(C2(C#N)CC[N+](C)(C)CC2)cc1
 : -30%, -7%, -1%, 1%, -1.9, -14%, i, -0.7%, 4%
Cc1ccc(-n2c(-c3cccs3)nc3ccccc3c2=O)cc1
 : -9%, -4%, 0%, 19%, 0.4, -11%, i, -0.1%, 6%
O=C1CN=C(c2cccc(Br)c2)c2cc(Br)ccc2N1
 : -18%, -34%, -1%, 13%, -1.4, 6%, i, 0.3%, -13%
CCC(=O)OC1(c2ccccc2)C(C)CN(C)CC1C (stereo unspecified)
 : -8%, 7%, 4%, 1%, -0.2, -3%, i, -0.4%, -6%
CNCCc1nc(N)n[nH]1
 : -10%, -21%, 1%, 7%, -1.6, -7%, i, -0.5%, 2%

High-throughput results: PubChem BioAssay, National Center for Advancing Translational Sciences (NCATS)

Not all compounds are listed; the hit share may differ from the screen's.
